TEAD-YAP block = TEAD-YAP interaction inhibition; HEK-TIYL cells, TEAD-Gal4/YAP UAS-luciferase luminescence; inhibition, % at 9.12 µM; actives 1.4% (n = 640,000); in the data active means inhibition above about 32%;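 further: 0% = median of test compound wells and 100% = reference inhibitor wells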
MITF inh = human MITF inhibition, primary screen; AlphaScreen MITF homodimerization, bead proximity signal; inhibition, % at 2.6 µM; actives 0.91% (n = 650,000); in the data active means inhibition above about 50%;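 further: 0% = vehicle wells with protein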
GPR151 activ = human GPR151 activation. PathHunter beta-arrestin GPR151 cells, luminescence. activation, % at 11.2 µM. actives 1% (n = 650,000); in the data active means activation above about 4.9%;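 further: 0% = median of compound wells and 100% = cells with positive control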
Target sequence (Q8TDV0 whole entry, looked up): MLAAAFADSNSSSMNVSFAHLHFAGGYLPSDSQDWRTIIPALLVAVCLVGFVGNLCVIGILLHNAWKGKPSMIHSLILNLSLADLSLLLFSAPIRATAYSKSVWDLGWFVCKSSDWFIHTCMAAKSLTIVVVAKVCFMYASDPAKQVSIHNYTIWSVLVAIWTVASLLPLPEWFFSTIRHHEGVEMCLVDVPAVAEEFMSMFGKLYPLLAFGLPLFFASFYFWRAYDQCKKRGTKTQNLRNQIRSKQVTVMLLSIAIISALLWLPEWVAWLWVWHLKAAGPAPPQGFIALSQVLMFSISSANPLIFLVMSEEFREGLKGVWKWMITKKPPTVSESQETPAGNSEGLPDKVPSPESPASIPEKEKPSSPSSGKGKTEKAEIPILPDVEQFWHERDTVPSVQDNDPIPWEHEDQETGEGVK
FBW7 activator = activators of human E3 ligase FBW7; Q969H0; AlphaScreen FBW7–phospho-cyclin E peptide binding, activator screen; normalized activity (activation), % at 26.1 µM; actives 0.13% (n = 650,000); in the data active means normalized activity above about 1.9%;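 further: purified mutant Fbw7 with reduced substrate affinity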
Target sequence (Q969H0 whole entry, looked up): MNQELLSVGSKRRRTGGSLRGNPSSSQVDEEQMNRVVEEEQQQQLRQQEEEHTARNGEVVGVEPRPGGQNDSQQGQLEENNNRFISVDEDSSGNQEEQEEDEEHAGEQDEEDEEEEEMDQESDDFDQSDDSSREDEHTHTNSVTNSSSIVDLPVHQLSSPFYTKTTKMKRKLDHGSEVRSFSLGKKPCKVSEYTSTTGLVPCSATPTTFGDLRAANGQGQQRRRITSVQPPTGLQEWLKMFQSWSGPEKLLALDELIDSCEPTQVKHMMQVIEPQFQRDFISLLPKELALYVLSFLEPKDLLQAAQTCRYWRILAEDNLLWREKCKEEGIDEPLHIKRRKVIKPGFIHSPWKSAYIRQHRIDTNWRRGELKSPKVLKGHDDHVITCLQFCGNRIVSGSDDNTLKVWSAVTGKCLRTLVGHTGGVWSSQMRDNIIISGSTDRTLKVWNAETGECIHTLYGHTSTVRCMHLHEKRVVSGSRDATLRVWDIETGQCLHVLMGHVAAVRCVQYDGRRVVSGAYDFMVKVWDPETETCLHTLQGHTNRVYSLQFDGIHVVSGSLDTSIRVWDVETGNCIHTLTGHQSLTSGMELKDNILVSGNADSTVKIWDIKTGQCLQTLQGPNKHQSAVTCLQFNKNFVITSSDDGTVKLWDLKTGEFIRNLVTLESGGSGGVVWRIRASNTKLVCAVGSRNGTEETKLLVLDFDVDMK
* = called active by the depositor.

`O=C(NCc1ccc(Cl)cc1)Nc1nnc(Cc2ccccc2)o1` gave TEAD-YAP block -3.5, MITF inh 1.8, GPR151 activ 0.1 and FBW7 activator -0.1.
For CC(C)(C)c1nc2ccccc2c2nn(CC(=O)N3CCNC(=O)C3(C)C)c(=O)n12 the results were TEAD-YAP block -10.6, MITF inh -8.1, GPR151 activ 0.0 and FBW7 activator -0.3.
For N#C/C(=C\c1ccc(-c2cc(C(F)(F)F)ccc2Cl)o1)C(N)=O the results were TEAD-YAP block -3.2, MITF inh -9.2, GPR151 activ 2.4 and FBW7 activator 0.1.
For Cc1ccc(C)n1-c1ccc(C(=O)O)c(C(=O)O)c1 the results were TEAD-YAP block 1.3, MITF inh -31.1, GPR151 activ 0.1 and FBW7 activator -0.7.
Screening Cc1ccnc(NC(=O)CN2C(=O)C(C)Oc3ccccc32)c1 (centres undefined) returned TEAD-YAP block -4.9, MITF inh -3.6, GPR151 activ 1.0 and FBW7 activator -0.1.
For COc1ccc(/C=C/C(=O)OCC(=O)c2cc(C)n(CC3CCCO3)c2C)cc1OC (centres undefined) the results were TEAD-YAP block -1.5, MITF inh 12.2, GPR151 activ -0.5 and FBW7 activator -0.1.
For C/C(=N\NC(=O)COc1ccc(Cl)cc1)c1cc(O)ccc1O the results were TEAD-YAP block -16.7, MITF inh 0.9, GPR151 activ -0.2 and FBW7 activator -0.1.
`COC(=O)c1ccc2c(c1)CC(c1nc3ccc(-c4ccnc(N)c4)cc3[nH]1)CO2` (centres undefined) gave TEAD-YAP block 5.0, MITF inh 24.0, GPR151 activ -2.2 and FBW7 activator 0.1.
Screening O=C(/C=C/c1ccccc1[N+](=O)[O-])NCCc1ccc(F)cc1 returned TEAD-YAP block -16.0, MITF inh 14.3, GPR151 activ 0.6 and FBW7 activator 0.8.
Cc1noc(C)c1-c1nccc(NCc2nc3ccccc3[nH]2)n1 was read as TEAD-YAP block -3.3, MITF inh -8.7, GPR151 activ -2.7 and FBW7 activator 0.1.
Screening O=C(NC1CC1)c1ccc(-c2nc(NC3CCN(Cc4ccccc4)CC3)c3ncn(C4CCCCC4)c3n2)cc1 returned TEAD-YAP block 10.9, MITF inh -5.2, GPR151 activ -1.1 and FBW7 activator -0.2.
Screening Cc1ccc(C(=O)NCC(=O)NCC(=O)OCC(=O)c2ccc(Br)cc2)cc1 returned TEAD-YAP block 2.0, MITF inh 16.0, GPR151 activ 0.2 and FBW7 activator -0.1.
`O=[N+]([O-])c1ccc(N/N=C/c2ccc[nH]2)c([N+](=O)[O-])c1` gave TEAD-YAP block 15.6, MITF inh 2.4, GPR151 activ 2.0 and FBW7 activator -0.2.
`C=CCN1CCN(c2c(C)cccc2NC(=O)c2ccc(Br)o2)CC1` gave TEAD-YAP block 13.2, MITF inh 8.8, GPR151 activ -0.9 and FBW7 activator -0.2.
For CC1CN(Cc2cc(=O)[nH]c(C(C)C)n2)CC(C)O1 (centres undefined) the results were TEAD-YAP block 7.8, MITF inh -14.2, GPR151 activ -0.9 and FBW7 activator -0.2.
Screening CC1=NCCN1S(=O)(=O)c1cc(Cl)ccc1Cl returned TEAD-YAP block -2.3, MITF inh -12.5, GPR151 activ 1.9 and FBW7 activator 0.1.
Screening Cc1ccc(-c2csc(/C(C#N)=C/c3cccs3)n2)c(C)c1 returned TEAD-YAP block -5.0, MITF inh 11.5, GPR151 activ -0.7 and FBW7 activator -0.1.
Cc1cc(C)cc(Cn2cc(-c3ccccc3)ccc2=O)c1 was read as TEAD-YAP block -18.7, MITF inh 4.5, GPR151 activ 0.4 and FBW7 activator 1.2.
For COc1cc(Nc2nc(NC3CCN(Cc4ccccc4)CC3)c3ncn(Cc4ccc(C(F)(F)F)cc4)c3n2)cc(OC)c1OC the results were TEAD-YAP block 8.2, MITF inh 10.5, GPR151 activ -0.9 and FBW7 activator -0.1.
`CC(=O)NC(CCS(C)(=O)=O)C(=O)Nc1ccc(F)cc1` (centres undefined) gave TEAD-YAP block 6.1, MITF inh 6.3, GPR151 activ -0.3 and FBW7 activator 0.1.

An excerpt from above in order of SMILES length, low to high:
Screening CC1=NCCN1S(=O)(=O)c1cc(Cl)ccc1Cl returned TEAD-YAP block -2.3, MITF inh -12.5, GPR151 activ 1.9 and FBW7 activator 0.1.
For Cc1ccc(C)n1-c1ccc(C(=O)O)c(C(=O)O)c1 the results were TEAD-YAP block 1.3, MITF inh -31.1, GPR151 activ 0.1 and FBW7 activator -0.7.
For C/C(=N\NC(=O)COc1ccc(Cl)cc1)c1cc(O)ccc1O the results were TEAD-YAP block -16.7, MITF inh 0.9, GPR151 activ -0.2 and FBW7 activator -0.1.
Screening O=C(/C=C/c1ccccc1[N+](=O)[O-])NCCc1ccc(F)cc1 returned TEAD-YAP block -16.0, MITF inh 14.3, GPR151 activ 0.6 and FBW7 activator 0.8.
For N#C/C(=C\c1ccc(-c2cc(C(F)(F)F)ccc2Cl)o1)C(N)=O the results were TEAD-YAP block -3.2, MITF inh -9.2, GPR151 activ 2.4 and FBW7 activator 0.1.
Screening Cc1ccc(C(=O)NCC(=O)NCC(=O)OCC(=O)c2ccc(Br)cc2)cc1 returned TEAD-YAP block 2.0, MITF inh 16.0, GPR151 activ 0.2 and FBW7 activator -0.1.
For COc1ccc(/C=C/C(=O)OCC(=O)c2cc(C)n(CC3CCCO3)c2C)cc1OC (centres undefined) the results were TEAD-YAP block -1.5, MITF inh 12.2, GPR151 activ -0.5 and FBW7 activator -0.1.
`COC(=O)c1ccc2c(c1)CC(c1nc3ccc(-c4ccnc(N)c4)cc3[nH]1)CO2` (centres undefined) gave TEAD-YAP block 5.0, MITF inh 24.0, GPR151 activ -2.2 and FBW7 activator 0.1.
For COc1cc(Nc2nc(NC3CCN(Cc4ccccc4)CC3)c3ncn(Cc4ccc(C(F)(F)F)cc4)c3n2)cc(OC)c1OC the results were TEAD-YAP block 8.2, MITF inh 10.5, GPR151 activ -0.9 and FBW7 activator -0.1.

(next part)
Screening COc1cc(C(=O)NC(CC(=O)O)c2ccc(OC(C)C)cc2)cc(OC)c1OC (centres undefined) returned TEAD-YAP block -0.7, MITF inh -1.6, GPR151 activ -0.7 and FBW7 activator 0.2.
Screening Cn1nccc1C(=O)N=c1sc2cccc(Cl)c2n1C returned TEAD-YAP block -9.3, MITF inh 7.0, GPR151 activ 0.2 and FBW7 activator 0.3.
`CCOc1cc(S(=O)(=O)N2CCCC2)ccc1Br` gave TEAD-YAP block -11.6, MITF inh -11.1, GPR151 activ -0.9 and FBW7 activator -0.3.
CCOCc1cnc(C)nc1NCC(=O)c1c(C)[nH]c2ccc(OC)cc12 was read as TEAD-YAP block 14.6, MITF inh -9.8, GPR151 activ 0.2 and FBW7 activator 0.4.
`COc1ccc(C(=O)CC2(O)C(=O)N(CCc3ccccc3)c3ccccc32)cc1OC` (centres undefined) gave TEAD-YAP block 10.9, MITF inh 7.3, GPR151 activ 1.6 and FBW7 activator -0.1.
For Cc1ccc(Cn2nnc3c(=O)[nH]c(C4CCN(S(C)(=O)=O)CC4)nc32)cc1 the results were TEAD-YAP block 8.9, MITF inh 3.5, GPR151 activ -0.3 and FBW7 activator 0.5.
Screening NCCCC[C@@H]1NC(=O)[C@H]2CN(Cc3cccc4cccnc34)CCN2C1=O returned TEAD-YAP block -1.9, MITF inh -16.1, GPR151 activ -1.1 and FBW7 activator 0.0.
COc1ccc(CC(=O)N2CCOc3ccc(C(O)c4ccccn4)cc3C2)cc1OC (centres undefined) was read as TEAD-YAP block -1.7, MITF inh -14.2, GPR151 activ -1.4 and FBW7 activator 0.1.
For COc1ccc(C)cc1NC(=O)c1cnc2cc(C)ccn2c1=O the results were TEAD-YAP block -12.8, MITF inh 7.0, GPR151 activ 1.2 and FBW7 activator -0.1.
CC(=O)c1cccc(NC(=S)NNC(=O)c2ccco2)c1 was read as TEAD-YAP block -24.9, MITF inh -8.2, GPR151 activ -4.3 and FBW7 activator -0.1.
`CC(C)(C)C1CCC(C(=O)OCC(=O)Nc2ccc(S(N)(=O)=O)cc2)CC1` (centres undefined) gave TEAD-YAP block -4.6, MITF inh 8.4, GPR151 activ 0.1 and FBW7 activator 0.1.
O=C(NCCS(=O)Cc1ccccc1)c1ccc(N2CC3CC(C2)c2cccc(=O)n2C3)c(NC(=O)c2ccc(F)cc2)c1 (centres undefined) was read as TEAD-YAP block 5.7, MITF inh 10.3, GPR151 activ 0.5 and FBW7 activator -0.1.
Screening C=CCOC(=O)C1C(c2ccc(Br)cc2)c2c([nH][nH]c2=O)CC1(C)O (centres undefined) returned TEAD-YAP block -2.6, MITF inh 2.8, GPR151 activ 0.8 and FBW7 activator -0.2.
NNC(=O)C1CCN(S(=O)(=O)c2cc(Cl)ccc2Cl)CC1 was read as TEAD-YAP block 9.8, MITF inh 6.4, GPR151 activ 0.2 and FBW7 activator 1.6.
CC(C)(C)C(=O)N1CCN(c2ccc([N+](=O)[O-])c(NCC3CCCO3)c2)CC1 (centres undefined) was read as TEAD-YAP block -4.9, MITF inh -6.2, GPR151 activ 1.4 and FBW7 activator -0.2.
Screening CCOc1ccc(N=Cc2ccc(O)c(O)c2)cc1 returned TEAD-YAP block -0.1, MITF inh -20.2, GPR151 activ -0.9 and FBW7 activator 0.0.
Cc1c(C(=O)N2CCN(C)CC2)sc2ncn(CC(=O)N3CCCCC3C)c(=O)c12 (centres undefined) was read as TEAD-YAP block -0.3, MITF inh -0.9, GPR151 activ 2.4 and FBW7 activator -0.2.
For CCCc1cc(N2CCN(CCn3c(C)ccc3C)CC2)n2c(nc3ccccc32)c1C#N the results were TEAD-YAP block 4.2, MITF inh 6.3, GPR151 activ 1.0 and FBW7 activator 0.0.
`NC(=O)c1ccc(-c2nc3ncnc(Nc4ccccc4)c3[nH]2)cc1` gave TEAD-YAP block -7.2, MITF inh 14.1, GPR151 activ -1.1 and FBW7 activator 0.3.
COc1ccc(NS(=O)(=O)c2c(C)nn(C)c2C)cc1 was read as TEAD-YAP block -8.5, MITF inh -3.7, GPR151 activ -0.8 and FBW7 activator -0.5.
CC1(C(=O)NC2CCCCCCC2)Cc2ccccc2C(=O)N1CC1CCCO1 (centres undefined) was read as TEAD-YAP block -7.6, MITF inh -0.6, GPR151 activ -1.2 and FBW7 activator 0.0.
Screening COc1ccc(CSc2nnc(COc3ccccc3)n2-c2ccccc2)cc1 returned TEAD-YAP block -12.6, MITF inh -2.4, GPR151 activ 0.0 and FBW7 activator 0.0.
`N#Cc1c(Br)nsc1Nc1ccccc1` gave TEAD-YAP block 20.5, MITF inh 2.4, GPR151 activ 1.2 and FBW7 activator -0.2.
For CCN(CC)CCCNC(=S)N1CCC(c2nc3ccccc3[nH]2)CC1 the results were TEAD-YAP block -8.6, MITF inh -9.4, GPR151 activ 0.7 and FBW7 activator 0.3.
O=C(COc1ccc(Cl)cc1Br)N1CCN(c2ccccn2)CC1 was read as TEAD-YAP block 3.8, MITF inh -4.2, GPR151 activ -0.1 and FBW7 activator 0.0.
For COc1ccc(CCNC(=O)c2ccccc2N)cc1 the results were TEAD-YAP block -23.9, MITF inh -9.4, GPR151 activ 0.0 and FBW7 activator 0.0.
Screening CCn1c(=O)c2c(nc3n(CC)c(C)c(C)n23)n(C)c1=O returned TEAD-YAP block -6.5, MITF inh 2.4, GPR151 activ -0.1 and FBW7 activator -0.3.
Cc1ccc(C2=NNC(=O)C(c3cn(CCC#N)c4ccccc34)C2)cc1 (centres undefined) was read as TEAD-YAP block 6.4, MITF inh -5.1, GPR151 activ -1.1 and FBW7 activator 0.1.
For CCCCOC(=O)C1=C(C)NC2=C(C(=O)CCC2)C1c1ccc2c(c1)OCO2 (centres undefined) the results were TEAD-YAP block 8.4, MITF inh -4.3, GPR151 activ -1.4 and FBW7 activator 0.1.
CC(C)n1c(N2CCOCC2)nc2c(Nc3ccccc3)ncnc21 was read as TEAD-YAP block 1.4, MITF inh 10.4, GPR151 activ 2.4 and FBW7 activator 0.0.
`C/C(=N/Nc1nc(-c2ccccc2)cs1)c1ccccc1O` gave TEAD-YAP block 0.8, MITF inh 15.1, GPR151 activ -1.8 and FBW7 activator 0.4.
CN(CCNC(=O)C1(S(=O)(=O)c2ccc(Cl)cc2)CC1)Cc1ccccc1 was read as TEAD-YAP block 5.4, MITF inh 9.1, GPR151 activ 1.4 and FBW7 activator 0.0.
`CN(Cc1cscn1)C(=O)C1CC12CCN(Cc1ccccc1F)CC2` (centres undefined) gave TEAD-YAP block -0.1, MITF inh 12.2, GPR151 activ 2.2 and FBW7 activator 0.1.
For CC1(C)CC(NC(=O)C(=O)N/N=C/c2ccc(OCc3ccccc3)cc2)CC(C)(C)N1 the results were TEAD-YAP block 0.6, MITF inh 3.3, GPR151 activ 0.3 and FBW7 activator -0.1.
COc1cc(-c2nc3sc4c(c3c(=O)[nH]2)CCCC4)ccc1OCCOc1ccc(C(C)(C)C)cc1 was read as TEAD-YAP block 0.0, MITF inh 7.6, GPR151 activ 0.4 and FBW7 activator -0.1.
For COc1ccc(-c2cc(F)cc3c2OC(CNC(=O)CC(C)C)C3)nn1 (centres undefined) the results were TEAD-YAP block -1.9, MITF inh -26.3, GPR151 activ 0.1 and FBW7 activator 0.0.
Cc1cc(C2C(C#N)=C(N)N(c3ccc(Cl)cc3)C3=C2C(=O)CC(C)(C)C3)c(C)s1 (centres undefined) was read as TEAD-YAP block -8.6, MITF inh -0.8, GPR151 activ 0.6 and FBW7 activator -0.1.
O=C(Cc1ccccc1)OCC(=O)c1ccc([N+](=O)[O-])cc1 was read as TEAD-YAP block 2.8, MITF inh 13.7, GPR151 activ -2.2 and FBW7 activator -0.1.
CCC1(c2ccc(N(C)C)cc2)C(=O)Nc2ccccc21 (centres undefined) was read as TEAD-YAP block 0.0, MITF inh 7.1, GPR151 activ -0.1 and FBW7 activator -0.1.
`CC1(C)C(=O)OC2(c3ccc(F)cc3)C1OC(=O)C2(C)C` (centres undefined) gave TEAD-YAP block -1.8, MITF inh 0.3, GPR151 activ -1.1 and FBW7 activator -0.1.
